# VEEV TC-83 Vero = inhibitors of VEEV TC-83 cytopathic effect, confirmation, Vero cells (AID 588727); inhibition, % at 20 µM; hits with a dose series show IC50 in µM; hit rate 0.13% among 350,000; Vero cells, VEEV TC-83 cytopathic effect inhibition; higher % means a stronger effect; in the data active = a potency from the dose series; inconclusive = inhibition mostly from about 14% at the one dose, without a potency; inactive = the rest, 99 in 100 with inhibition below about 12%; also: strong numbers were not always called active
# Salmonella PhoP GFP = PhoP regulon inhibitors, Salmonella typhi PhoP promoter GFP reporter, confirmatory (AID 1850). Salmonella Typhi PhoP-promoter GFP reporter, fluorescence, 4 h; higher % means a stronger effect. hit rate 0.33% among 310,000. inhibition, % at 50 µM, or IC50 in µM where a hit was titrated; in the data active = a potency from the dose series; inconclusive = inhibition mostly from about 25% at the one dose, without a potency; inactive = the rest, 99 in 100 with inhibition below about 19%;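 also: 0% = induced wells with vehicle and 100% = uninduced wells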
# H37Rv inhibition = M. tuberculosis growth inhibition, HTS (AID 449762); one-dose inhibition, % at 25 µM; IC50 in µM for titrated hits; M. tuberculosis H37Rv growth inhibition, 7H9 media; higher % means a stronger effect; hit rate 0.59% among 330,000; in the data active = a potency from the dose series; inconclusive = inhibition above about 70% without an active follow-up result;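 also: bacterial growth assessed after seven days of incubation; strong numbers were not always called active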
# H1N1 NS1A inhibition = H1N1 influenza NS1A inhibitors, functional cell based assay (AID 504329); hit rate 0.3% among 340,000; inhibition, % at 12.5 µM, or IC50 in µM where a hit was titrated; NS1A functional cell-based assay, percent inhibition; higher % means a stronger effect; in the data active = a potency from the dose series; inconclusive = inhibition above about 27% without an active follow-up result; also: strong numbers were not always called active
# tuberculosis growth = growth inhibition of non-replicating M. tuberculosis (AID 488890). inhibition, % at 25 µM; hits with a dose series show IC50 in µM. Mycobacterium tuberculosis non-replicating, growth inhibition; higher % means a stronger effect. hit rate 0.39% among 320,000; in the data active = a potency from the dose series; inconclusive = inhibition mostly from about 82% at the one dose, without a potency; inactive = the rest, 99 in 100 with inhibition below about 76%;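 also: plate controls were DMSO cells for no effect and high antibiotic wells for full effect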
# VEEV TC-83 Vero 10K pilot screen = further read-out of VEEV TC-83 Vero, marked with its call; inhibition, %; measured here: 10K pilot screen inhibition
# Active calls of the source: *; i = inactive; ? = inconclusive; / = no result given.
SMILES,VEEV TC-83 Vero,Salmonella PhoP GFP,H37Rv inhibition,H1N1 NS1A inhibition,tuberculosis growth,others
COc1cc(/C=N/NC(=O)c2cccc(NC(=O)c3ccccc3C)c2)ccc1O,4.2%,5%,-3%,-9%,3%,
COc1ccc(CCNC(=O)CCSCc2ccccc2F)cc1OC,0.1%,4%,3%,-34%,20%,
O=C(c1ccccc1C(=O)N1CCN(c2ccccc2F)CC1)N1CCN(c2ccccc2F)CC1,4.9%,-1%,4%,-7%,33%,
O=C(CCN1C(=O)/C(=C/c2ccccc2)SC1=S)NNC(=O)c1ccncc1,0.9%,4%,-1%,4%,0%,
COc1ccc(C)cc1NC(=O)CSc1nnc(CC(=O)Nc2ccccc2C)n1C,i,-11%,-7%,1%,6%,
O=C(CN1C(=O)NC2(CCc3ccccc32)C1=O)Nc1cccc(Cl)c1 (stereo not given),i,/,0%,8%,-4%,
COc1ccc(NS(=O)(=O)c2c(C)cc(C)cc2C)cc1,1.3%,8%,-5%,-2%,2%,
Cc1ccccc1N1C(=O)C(Oc2ccc(Cl)cc2)C1CNCCCOC(C)C (stereo not given),i,-8%,11%,-2%,18%,
CCOc1ccccc1NS(=O)(=O)c1csc(C(N)=O)c1,0.6%,7%,3%,-10%,-4%,
COc1ccc(/C=C/C2=CCN(Cc3ccc(OC)cc3)CC2)cc1,i,6%,57%,/,21%,
CC(C)Cn1c(N)c(C(=O)COC(=O)c2cnccn2)c(=O)n(C)c1=O,2.1%,0%,4%,2%,1%,
CC(C)N(C(=O)CS(=O)(=O)c1ccc(Cl)c(Cl)c1)C(C)C,1.9%,0%,5%,9%,5%,VEEV TC-83 Vero 10K pilot screen=0.8
COc1ccccc1CNC(=O)C1CC(c2ccccc2F)=NO1 (stereo not given),0.2%,-6%,1%,1%,-3%,
CC(C)CN1CCN=C1Nc1ccccc1,0.1%,-2%,-4%,6%,2%,
CC(=O)Nc1ccc(NC(=O)C2CCN(c3c(Cc4ccccc4)c(C)nc4ncnn34)CC2)cc1,9.4%,-10%,-6%,-2%,11%,
N#C/C(=C\c1ccc(Cl)cc1)C(=O)Nc1cccnc1,i,10%,0%,-22%,9%,
CCn1c(C)cc(C(=O)CN2C(=O)c3ccccc3S2(=O)=O)c1C,1.4%,/,-10%,-10%,16%,
COc1ccc(Cl)cc1N(CC(=O)N1CCCC1)S(C)(=O)=O,i,-2%,2%,14%,2%,
Cc1ccc(C)c(NC(=O)CN(C)C(=O)c2cc([N+](=O)[O-])ccc2N2CCOCC2)c1,7.3%,3%,-7%,-5%,5%,
COc1ccccc1C(=O)n1nc(-c2ccccc2)nc1NCc1ccco1,4.5%,-1%,-1%,19%,-10%,

# Structures above that contain fluorine, in the order listed:
SMILES,VEEV TC-83 Vero,Salmonella PhoP GFP,H37Rv inhibition,H1N1 NS1A inhibition,tuberculosis growth,others
COc1ccc(CCNC(=O)CCSCc2ccccc2F)cc1OC,0.1%,4%,3%,-34%,20%,
O=C(c1ccccc1C(=O)N1CCN(c2ccccc2F)CC1)N1CCN(c2ccccc2F)CC1,4.9%,-1%,4%,-7%,33%,
COc1ccccc1CNC(=O)C1CC(c2ccccc2F)=NO1 (stereo not given),0.2%,-6%,1%,1%,-3%,

# Further structures:
SMILES,VEEV TC-83 Vero,Salmonella PhoP GFP,H37Rv inhibition,H1N1 NS1A inhibition,tuberculosis growth,others
Fc1cccc(-c2c(-c3ccccc3)ncc3cc(F)ccc23)c1,0.7%,/,1%,3%,-6%,
COC(=O)C1=C(c2cc3ccccc3s2)C[C@@H]2CC[C@H]1N2C(=O)NCCS(C)=O (stereo not given in full),0.3%,0%,-4%,-10%,0%,
COc1ccc(Cn2c(=O)sc3ccccc32)cc1,i,5%,1%,-13%,23%,
CCCC(C(=O)NC1CCCC1)N(Cc1cccs1)C(=O)c1snc(C(N)=O)c1N (stereo not given),i,-6%,-4%,2%,29%,VEEV TC-83 Vero 10K pilot screen=7.9
CCOC(=O)N1CCN(C(=O)c2cccc(-n3c(=S)[nH]c4cc(Cl)ccc4c3=O)c2)CC1,1.8%,-7%,-1%,0%,2%,
Cc1c(/C=C(\CC(=O)O)c2nc3ccccc3s2)cc(C#N)n1C,0.1%,1%,5%,-2%,-1%,
COc1ccc(NC(=O)Nc2cc(C)ccc2OC(F)F)c(OC)c1,1.2%,13%,6%,-2%,7%,
O=C(COc1cccc2cccnc12)Nc1cccc(S(=O)(=O)N2CCCC2)c1,11%,/,-11%,-4%,36%,
COc1ccc(-c2nc(SCc3ccc(C#N)cc3)[nH]c(=O)c2C#N)cc1,0.5%,-2%,2%,-8%,13%,
COc1ccc(-c2cc(C(=O)Nc3ccc(F)cc3F)no2)cc1,0.6%,1%,9%,-13%,23%,
COc1cccc(NC(=O)COc2cccc3c2CCNC3=O)c1,7.5%,8%,54%,-9%,26%,
CC(=O)c1ccc(N2CCN(C(=S)NCCCN(C)C)CC2)cc1,0.1%,4%,4%,8%,-5%,
COc1cccc(-c2sc3ccccc3c2-c2ccc(OCCN3CCOCC3)cc2)c1,2.1%,/,65%,6%,36%,VEEV TC-83 Vero 10K pilot screen=1.2
O=C(N/N=C\c1ccc([N+](=O)[O-])o1)C1COc2ccccc2O1 (stereo not given),2.4%,6%,?,1%,2.3µM*,
O=C(/C=C/c1ccccc1Cl)NNC(=O)c1cccs1,1.2%,8%,8%,14%,-2%,
Cc1ccc(N2CCN(C(=O)c3cccc([N+](=O)[O-])c3)CC2)cc1Cl,2.4%,3%,13%,4%,15%,
O=c1cnc2cc([N+](=O)[O-])ccc2[nH]1,0.0%,-5%,4%,7%,3%,
CCc1ccc2c(CN3CCN(S(=O)(=O)c4ccc5c(c4)OCCO5)CC3)cc(=O)oc2c1,0.7%,7%,1%,4%,27%,
CCOc1ccc(C2C(C#N)=C(N)N(N(C)C)C3=C2C(=O)CCC3)cc1 (stereo not given),2.9%,3%,-12%,0%,-2%,
CCOC(=O)CN(C)S(=O)(=O)c1ccc(-c2cc(C(=O)OC)sc2C(F)(F)F)cc1,i,-5%,8%,/,13%,

# Quoted at random: 5 entries already listed, in no set order.
SMILES,VEEV TC-83 Vero,Salmonella PhoP GFP,H37Rv inhibition,H1N1 NS1A inhibition,tuberculosis growth,others
COc1ccc(-c2cc(C(=O)Nc3ccc(F)cc3F)no2)cc1,0.6%,1%,9%,-13%,23%,
CCOC(=O)CN(C)S(=O)(=O)c1ccc(-c2cc(C(=O)OC)sc2C(F)(F)F)cc1,i,-5%,8%,/,13%,
CC(=O)c1ccc(N2CCN(C(=S)NCCCN(C)C)CC2)cc1,0.1%,4%,4%,8%,-5%,
O=C(/C=C/c1ccccc1Cl)NNC(=O)c1cccs1,1.2%,8%,8%,14%,-2%,
CCc1ccc2c(CN3CCN(S(=O)(=O)c4ccc5c(c4)OCCO5)CC3)cc(=O)oc2c1,0.7%,7%,1%,4%,27%,

# Arranged by formula weight (highest first): part of the list above
SMILES,VEEV TC-83 Vero,Salmonella PhoP GFP,H37Rv inhibition,H1N1 NS1A inhibition,tuberculosis growth,others
CCCC(C(=O)NC1CCCC1)N(Cc1cccs1)C(=O)c1snc(C(N)=O)c1N (stereo not given),i,-6%,-4%,2%,29%,VEEV TC-83 Vero 10K pilot screen=7.9
COC(=O)C1=C(c2cc3ccccc3s2)C[C@@H]2CC[C@H]1N2C(=O)NCCS(C)=O (stereo not given in full),0.3%,0%,-4%,-10%,0%,
O=C(COc1cccc2cccnc12)Nc1cccc(S(=O)(=O)N2CCCC2)c1,11%,/,-11%,-4%,36%,

# New compounds follow:
SMILES,VEEV TC-83 Vero,Salmonella PhoP GFP,H37Rv inhibition,H1N1 NS1A inhibition,tuberculosis growth,others
O=C(Nc1ccccc1)N1CCOCC1,i,-11%,-7%,9%,3%,
CSc1ncc(Cl)c(C(=O)Nc2nnc(SC/C=C/c3ccccc3)s2)n1,0.6%,-4%,20%,17%,?,
CCc1nc2nc(C)c(NS(=O)(=O)c3ccc(Cl)s3)c(=O)n2[nH]1,1.6%,-2%,-2%,-10%,1%,
CC1(C)CC(O)(CNCc2ccc3c(c2)OCO3)CCO1 (stereo not given),i,-12%,7%,9%,0%,
O=C(N/N=C/c1ccc2c(c1)OCO2)C1CC1,i,-2%,5%,-4%,5%,
O=C(CNS(=O)(=O)c1ccccc1)NCc1ccccn1,2.3%,0%,1%,2%,3%,
CNC(=O)/C(C#N)=C/c1c(N2CC(C)OC(C)C2)nc2ccccn2c1=O (stereo not given),0.0%,-7%,-5%,7%,-12%,
COc1ccc(C(=O)NC(=S)N(C)Cc2ccccc2)cc1Br,0.4%,-1%,8%,-1%,-4%,
Cc1ccc(C(=O)Nc2cccnc2)cc1NC(=O)c1ccco1,2.6%,1%,1%,11%,-6%,
CCOC1=NC(C(=O)O)c2ccccc2/C(=C(/C)Cl)N1 (stereo not given),0.4%,-5%,2%,-12%,17%,
COC(=O)/C(=C\Nc1ccc(Oc2ccc(F)cc2F)nc1)NC(=O)c1ccccc1,0.9%,-5%,-1%,/,25%,
O=C(CCc1nc2ccccc2c(=O)[nH]1)NCc1cccc(Cl)c1,7.0%,-11%,64%,15%,67%,
COc1ccc2nc(NC(=O)NC3CCCCC3)sc2c1,0.8%,7%,2%,-45%,29%,
O=C(/C=C/c1ccc2c(c1)OCO2)N1CCN(c2ccc(Cl)cc2)CC1,i,-2%,1%,-4%,-8%,
Cc1cccc(N2CCN(C(=O)CCS(=O)(=O)c3ccc4c(c3)NC(=O)C(C)S4)CC2)c1C (stereo not given),2.7%,-18%,-2%,11%,16%,
Cn1c(SCC(=O)c2ccccc2)nnc1-c1ccc(O)cc1,i,-9%,1%,-13%,23%,
CN1CCN(C(=O)CCn2c(=O)c3cccn3c3cccnc32)CC1,0.9%,6%,7%,-4%,0%,
Cc1cc(C)cc(C(=O)Nc2ccc(NC(=O)c3cccs3)cc2)c1,8.6%,-5%,-4%,-8%,-11%,
O=C(CSc1nc2ccccc2o1)N1CCN(S(=O)(=O)c2ccc3ccccc3c2)CC1,0.9%,7%,7%,1%,-15%,
Cc1cccc(N(CC(=O)Nc2cccnc2)S(C)(=O)=O)c1,i,4%,-5%,1%,-10%,
COc1ccc(CCC(=O)NCCOc2ccc(Cl)cc2)cc1,i,-4%,14%,-13%,66%,
CCOC(=O)/C=C(\C)Nc1cc(C)nn1-c1ccccc1,4.5%,9%,1%,-6%,-8%,
Cc1cc(C=C2C(=O)c3ccccc3C2=O)c(C)n1-c1ccccc1,2.8%,-17%,6%,0%,4%,
CNC(=O)CC(=O)Nc1ccccc1C(=O)O,0.1%,-2%,-6%,-3%,-5%,
CC(C)(C)OC(=O)C[C@H]1C/C=C\C[C@@H](CC(=O)NCCO)C(=O)NCCOC1=O,0.2%,/,3%,-2%,-1%,
Cc1ccc(S(=O)(=O)c2cc3c(=O)n4ccccc4nc3n(Cc3ccco3)c2=N)cc1,i,-5%,-25%,-1%,19%,VEEV TC-83 Vero 10K pilot screen=2.8
COc1ccc(C(=O)NCCS(=O)(=O)NCc2ccc(F)cc2)cc1,0.2%,-2%,-4%,-4%,17%,
CC(C)(C)OC(=O)C[C@H]1C/C=C\C[C@@H](CC(=O)NCCO)C(=O)NC[C@@H](c2ccccc2)OC1=O,i,/,0%,-3%,7%,VEEV TC-83 Vero 10K pilot screen=0.2

# Rows are unselected, and some 1.5% of all compounds hit somewhere here.
